Assay outcomes from PubChem.
NOD2-RIPK2 inh: inhibitors of human NOD2-RIPK2 interaction; O43353; CHO BLA complementation NOD2-RIPK2, CCF4 ratio; inhibition, % at 4.98 µM; hit rate 0.38% among 360,000; in the data active = inhibition above about 21%;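 note: 0% = vehicle only and 100% = reference blocker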
TLR9-MyD88 inh: inhibitors of human TLR9-MyD88 binding; hit rate 0.21% among 340,000; CHO BLA complementation TLR9-MyD88, CCF4 FRET ratio; Q9NR96+Q99836; inhibition, % at 4.98 µM;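 active = inhibition above the mean over all tested compounds plus 3 SD, cut at about 21% in these data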;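 note: 0% = DMSO only wells and 100% = clavulanate BLA inhibitor control wells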
ABHD5 PLIN5 PPI: ABHD5-PLIN5 protein interaction inhibition | inhibition, % at 4 µM | Split G. princeps luciferase complementation, luminescence, 4 h | AID 602281 | hit rate 0.78% among 360,000 | Q00G26+Q8WTS1;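 active = inhibition above the mean inhibition across every tested compound plus 3 SD, cut at about 22% in these data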;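 note: 0% = DMSO only wells and the 100% control is not disclosed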
EBV LMP1 NFkB: reduces LMP1-driven NF-kappaB luciferase signal; LMP1-induced NF-kappaB luciferase reporter cells, luminescence; inhibition, % at 12.5 µM; hit rate 0.69% among 350,000; AID 504558; in the data active = inhibition above about 41%;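 note: 0% = neutral control wells and 100% = reference inhibitor control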
MC4R antag cAMP: antagonists of human melanocortin 4 receptor (MC4R); hit rate 0.48% among 360,000; P32245; AID 540295; inhibition, % at 6.5 µM; MC4R-expressing cells, MTII-stimulated cAMP, LANCE TR-FRET;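 active = inhibition above its plate's cutoff, the mean of tested wells on that plate plus 3 SD, cut at about 29% in these data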;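 note: 0% = Melanotan II alone and 100% = Melanotan II plus saturating MCL0020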
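System – human MC4R-expressing U2OS cells · Also added – Melanotan II · Dosing – one concentration, 6.5 µM nominal · Timing – 30-min compound, 1-h challenge, 1-h detection, room temperature · Measured by – Eu-cAMP/anti-cAMP TR-FRET, emission 671 nm · Replicates – singlicate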
SRC2 inh: human SRC2 (NCOA2) inhibition; Q15596; HEK293 GAL4-SRC2 luciferase reporter, luminescence; inhibition, % at 9 µM; hit rate 0.17% among 370,000;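 active = inhibition above the mean inhibition of all tested compounds plus 3 SD, set per campaign, cut at about 52% in these data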;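 note: 0% = DMSO treated cells and 100% = cells given Gossypol at 36 µM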
SRC1 inh: inhibits human SRC1 coactivator | Q15788 | HEK293 GAL4-SRC1 luciferase reporter, luminescence | inhibition, % at 3.6 µM | hit rate 0.12% among 360,000;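 active = inhibition above the campaign mean plus 3 SD, with each screening campaign given its own cutoff, cut at about 60% in these data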;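 note: 0% = DMSO treated cells and 100% = gossypol at 36 µM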
SRC3 inh: human NCOA3 inhibition; Q9Y6Q9; HEK293 GAL4-SRC3 luciferase reporter, luminescence; inhibition, % at 3.6 µM; hit rate 0.17% among 360,000;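 active = inhibition above a per-campaign cutoff, the mean of all compounds plus 3 SD, cut at about 60% in these data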;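 note: 0% = DMSO-treated cells and 100% = gossypol-treated cells at 36 µM; higher means less SRC3-driven luciferase light from the GAL4 reporter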
NR5A2 inv ag: suppresses constitutive activity of human LRH-1; inhibition, % at 3.6 µM; hit rate 0.13% among 360,000; AID 602396; O00482; HEK293T StAR-luciferase reporter, LRH-1 transfected, 24 h;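 active = inhibition above the mean inhibition of all tested compounds plus 3 SD, cut at about 73% in these data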;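 note: 0% = DMSO wells and 100% = reporter-only cells lacking LRH-1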
NR2F2 inh: NR2F2 (human) inhibition, primary screen | hit rate 0.7% among 370,000 | inhibition, % at 8.6 µM | HEK293T NGFI-A luciferase reporter, luminescence | P24468 | AID 686940;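 active = inhibition above a per-plate cutoff, mean inhibition of test wells between control levels plus 3 SD, cut at about 38% in these data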;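 note: cells cotransfected with COUP-TFII expression vector driving the NGFI-A reporter; 0% = median of COUP-TF2 test wells and 100% = reporter-only cells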
MC4R ag barr: activates human MC4R beta-arrestin recruitment; P32245; U2OS MC4R beta-arrestin complementation, luminescence; percent of melanotan II response, DMSO zero; activation, % at 8.9 µM; hit rate 0.98% among 360,000; AID 540308;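 active = activation above a per-plate cutoff, the mean activation of sample wells on that plate plus 3 SD, cut at about 8% in these data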
An asterisk follows results filed as active; . = not tested or not shown. The list is partial, so the mix of outcomes need not match the whole.

NOD2-RIPK2 inh	TLR9-MyD88 inh	ABHD5 PLIN5 PPI	EBV LMP1 NFkB	MC4R antag cAMP	SRC2 inh	SRC1 inh	SRC3 inh	NR5A2 inv ag	NR2F2 inh	MC4R ag barr	structure
7	-2	10	-2	-3	1	1	24	6	-17	3.2	Cc1ccc2c(c1)C1OCCC1C1N2C(=O)C2C(C(=O)O)C3C=CC21O3 (stereo not given)
-8	-9	-3	0	9	2	-7	5	-10	3	-0.8	CCNC(=S)Nc1ccc(Cl)cc1
-9	-11	-4	-4	-4	-6	10	1	6	-9	1.7	Nc1ccc(Oc2ccc(F)cc2)nc1
4	-6	-3	-11	15	-17	-31	18	24	4	0.6	CCOC(=O)c1ccc(CNC(=O)CSc2nc(NC(=O)c3ccccc3)c3c(C)c(C)oc3n2)cc1
1	-8	-1	-2	0	0	11	7	-8	-4	-1.1	CCOC(=O)c1cnc2c(C)c(-c3ccccc3)[nH]n2c1=O
-5	-3	-8	-9	24	-34	-15	5	-24	-2	-1.4	O=C(OCn1nnc2ccccc2c1=O)c1cc(-c2ccccc2Cl)nc2ccccc12
2	1	-1	6	2	-14	5	13	8	-6	3.2	CC1(C)CC(=O)C/C(=N\NC(=O)Cc2ccccc2)C1
6	-4	8	7	7	-20	-18	-15	18	11	-5.6	CN(CC(=O)Nc1cccc(F)c1)C(=O)/C=C/c1ccc2ccccc2n1
-16	3	-3	0	-3	-1	-34	-1	10	1	-2.6	Cc1cc(N2CCOCC2)ncc1[N+](=O)[O-]
-6	3	0	-1	2	-13	-24	6	9	-1	-0.4	CC1CCN(C(=S)NC(=O)C2CCCCC2)CC1
-16	-3	-2	-1	3	-10	10	-17	6	5	-1.0	CCCCS(=O)(=O)/C=C\C1C2C=CC(C2)C1S(=O)(=O)CCCC (stereo not given)
-8	7	4	-9	-13	-9	-17	-2	18	3	2.0	CCC(C)Oc1ccccc1C1CC(=O)NC2=C1C(=O)CCC2 (stereo not given)
-5	-7	-10	-14	9	-7	10	-15	-10	-23	1.7	Cc1ccc(P(=O)(OCCN2CCOCC2)C(C)(C)C)o1 (stereo not given)
7	7	-1	-16	0	-20	-90	-67	-101	-28	3.2	CCCCc1ccc(Nc2ncnc3nc[nH]c23)cc1
6	3	-8	-2	-2	-3	-23	0	-6	-6	0.3	O=C(C1=C(O)/C(=C/c2ccc(O)cc2)CCC1)C(F)(F)F
-7	12	2	19	7	0	10	17	0	-17	-3.7	Cc1csc(NC(=O)CSc2ncnc3ccccc23)n1
-8	-16	-7	79*	26	35	30	39	9	1	1.0	CC(=O)Nc1nc(-c2ccc3c(c2)CC(C)N3C(=O)C2CC2)c(C)s1 (stereo not given)
6	2	-2	1	3	-24	-44	-22	15	5	0.1	CCC(C)n1c(S(=O)(=O)O)nc2ccccc21 (stereo not given)
-4	2	0	-8	-6	-9	2	9	11	-17	-1.9	Cc1ccc(S(=O)(=O)N2CCCOC2)cc1
-11	1	2	6	3	0	-20	-13	-17	0	0.6	Cn1nnnc1SCC(=O)Nc1ccccc1N1CCOCC1
11	-8	-1	6	3	-5	-9	1	8	-5	-0.4	O=C(CSc1nnc2ccccn12)Nc1ccccc1[N+](=O)[O-]
-6	0	10	3	-5	0	5	17	9	6	2.3	Cc1cc(C)cc(NC(=O)Cn2nnc(C(=O)NCc3ccc(F)cc3)c2N)c1
7	4	2	5	0	10	1	9	-6	9	-0.1	C=CCOn1c(=O)c(C)[n+]([O-])c2ccccc21
6	6	-13	0	4	1	1	7	8	-3	3.1	Cc1ccc(C)c(OCCNc2ccc([N+](=O)[O-])cn2)c1
-8	-3	3	-3	12	-24	-1	-20	-27	10	-0.1	CC(=O)c1ccc(N2CCN(C(=O)c3cccc(Oc4ccccc4)c3)CC2)cc1
-4	-3	-7	-43	18	.	-116	-101	-149	.	2.8	OCc1cc(Br)ccc1OCc1nc2ccccc2s1
-9	1	-3	14	6	3	3	12	5	25	-1.0	O=c1ccn(CCc2c[nH]c3ccccc23)c2c1CCCC2
-7	0	6	-17	-3	-48	-90	-66	-124	-52	0.9	O=C1C(C=NCc2ccccn2)=C(O)c2ccccc21
-6	5	-4	-2	11	-1	-10	13	14	3	0.5	Cc1[nH]n(-c2ccccc2)c(=O)c1-c1ccccc1
-6	-3	-5	-4	17	-6	-7	11	3	1	-0.8	CCN(CC)c1ccc(/C=N/N(c2ccccc2)c2ccccc2)c(O)c1
9	-8	0	-4	26	12	-16	13	-8	-7	-3.0	CCc1cc2c(=O)n(Cc3ccccc3)c(SC3CCOC3=O)nc2s1 (stereo not given)
-4	-13	-1	2	10	-7	-3	2	2	-21	-2.0	CC(C)C(NC(=O)CCNC(=O)c1ccc([N+](=O)[O-])cc1)c1nc2ccccc2[nH]1 (stereo not given)
9	9	-9	0	2	22	-28	2	7	9	0.2	CN(CC(=O)Nc1ccc(F)cc1)C(=O)c1cccc(NS(=O)(=O)c2ccccc2)c1
6	2	-15	-11	6	-8	-10	-9	-14	3	-0.7	Cc1ccc(S(=O)(=O)N2CCCCC2)cc1C(=O)OC(C)C(=O)NC1CCCCC1C (stereo not given)
1	-7	13	5	13	-23	-3	19	-2	-1	-4.2	CCN(CC)C(=O)CSC1=N/C(=C/c2ccco2)C(=O)N1c1ccc(OC)c(Cl)c1
-4	.	1	.	.	28	17	3	10	19	.	CCOC(=O)C1=C[C@@H](C(C)(C)C)N(S(=O)(=O)c2ccc(OC)cc2)[C@H]1c1ccccc1
0	-11	-5	3	4	5	1	13	12	-1	-1.3	COC(=O)[C@@]12CCCCN1[C@H](c1ccc(-c3ccc4c(c3)OCO4)cc1)[C@H]1C(=O)N(C)C(=O)[C@H]12
-1	-1	-4	-18	12	-13	4	-6	-6	6	-0.2	CCCCC1S/C(=N/N=C/c2cccs2)NC1=O (stereo not given)
-10	-8	5	0	4	5	6	18	-20	-10	10*	O=C(CSc1ccccc1F)NC(=O)c1ccc(Cl)cc1
-4	-11	-7	3	2	.	6	-20	-45	.	-1.6	Cc1ccc(CSc2nnc(C(F)(F)F)n2Cc2ccc(F)cc2)cc1
-2	3	1	5	17	10	10	7	12	-9	-0.5	CCOC(=O)C(=O)C1=C(N2CCOCC2)/C(=C\c2cccc([N+](=O)[O-])c2)CC1
-4	-1	-1	-12	4	-13	-1	6	-5	-13	-2.4	CCN(CC)CCCNC(=O)c1sc2nc(-c3ccc(F)cc3)cn2c1C
-5	5	2	-10	10	-7	-9	0	17	-10	0.1	CCOCCOC(=O)c1ccc(-n2cnc(C)n2)nc1
-6	5	2	-13	3	19	-19	-30	4	9	-1.2	O=C(COC(=O)c1ccc(S(=O)(=O)Nc2ccccc2)cc1)NCCN1C(=O)CSC1=O
0	-10	-8	1	-3	-5	-9	-5	-14	-13	-1.1	CC1CN(CC(=O)NCc2ccc(Cl)cc2)CC(C)O1 (stereo not given)
6	.	-10	.	3	-22	-4	4	-9	-1	-1.8	CC1(C(=O)NCCC#N)CCN1C(=O)C1(c2ccccc2)CCCC1 (stereo not given)
1	-4	0	6	3	-12	13	-3	38	-1	7.5	O=C(CSc1nnnn1-c1ccccc1)Nc1ccc(Cl)cc1
-7	-2	3	-14	3	-29	-3	8	12	6	-1.6	COC(=O)CC1C(=O)NCCN1C(=O)NC1CCCCC1 (stereo not given)
-11	2	10	-9	15	6	2	1	-22	0	-0.4	COCCNC(=O)COCc1cc(-c2ccc3c(c2)OCO3)on1
-12	-1	1	9	4	8	-3	-15	7	5	-0.9	C/C(=N/NC(=O)Cc1cc(=O)[nH][nH]1)c1ccc([N+](=O)[O-])cc1
-7	-4	-15	4	-9	12	9	-17	-27	9	0.7	CC(C)=N/N=C1/NC(=O)C(c2ccccc2)S1 (stereo not given)
-15	-7	5	7	3	-10	-5	15	9	1	-2.3	CCN(CC)S(=O)(=O)c1ccc(N2CCN(C)CC2)c(NC(=O)c2cc(=O)c3ccccc3o2)c1
-1	-1	-2	-3	0	8	18	-10	8	7	1.3	O=C(NCCCNc1ccc(C(F)(F)F)cc1[N+](=O)[O-])c1cc(F)c(F)cc1Cl
3	-4	-3	-8	0	3	7	3	3	19	-4.0	COc1ccc(C(NC=O)c2cc(OC)c(OC)cc2Br)cc1OC (stereo not given)
-9	1	1	5	12	-7	-22	-32	6	4	-1.9	Cc1noc(C)c1NC(=O)Nc1cccc2c1O[C@H](CN(C)S(C)(=O)=O)[C@@H](C)CN([C@H](C)CO)C2=O
-2	-10	-9	4	-3	-8	1	13	-9	-1	-1.0	Cc1ccc(S(=O)(=O)Nc2ccc(F)c(S(=O)(=O)N3CCOCC3)c2)cc1

Part of the list above, showing only NR2F2 inh:
SMILES	NR2F2 inh
O=C(CSc1nnnn1-c1ccccc1)Nc1ccc(Cl)cc1	-1
CC(C)=N/N=C1/NC(=O)C(c2ccccc2)S1 (stereo not given)	9

Other results follow:
NOD2-RIPK2 inh	TLR9-MyD88 inh	ABHD5 PLIN5 PPI	EBV LMP1 NFkB	MC4R antag cAMP	SRC2 inh	SRC1 inh	SRC3 inh	NR5A2 inv ag	NR2F2 inh	MC4R ag barr	structure
-8	-3	-4	6	9	16	0	12	10	-5	2.1	O=C1COc2ccc(C(=O)COC(=O)c3cc(S(=O)(=O)NCc4ccccc4)ccc3O)cc2N1
-8	0	-3	0	11	-11	7	2	-2	-6	0.0	O=C(COC(=O)c1cc(S(=O)(=O)N2CCCCC2)ccc1N1CCOCC1)NC1CCCCC1
2	5	-6	3	-4	-9	15	11	20	7	-1.1	COc1cc(CO)cc(Br)c1OCC(=O)N1CCCCC1
-5	-1	4	2	0	23	1	10	-3	12	-1.7	CC(=O)Nc1ccc(C=C(C(C)=O)C(C)=O)cc1
-1	-1	1	-1	14	-25	10	-6	20	-3	-3.3	Cc1ccccc1NC(=O)Cc1nc(COC(=O)CCOc2ccccc2)cs1
2	-2	3	-4	-6	-21	11	8	5	-10	-1.3	CO/N=C\CC(=O)Nc1ccc(Cl)c(Cl)c1
-10	2	5	7	11	-15	3	4	9	3	0.1	Fc1cccc(Cl)c1Cn1nnc2c(NCc3ccccn3)ncnc21
0	-5	-3	-10	6	39	0	7	12	3	-1.1	COc1ccccc1C(C)NC(=O)C1CCN(S(=O)(=O)c2cccs2)CC1 (stereo not given)
-1	-8	-6	16	2	8	8	4	29	23	1.9	CCn1ncc(C2=NOC(C(=O)Nc3cccc(C(C)=O)c3)C2)c1C (stereo not given)
-3	-2	-7	1	7	-2	3	22	-12	9	-1.6	CN(C)S(=O)(=O)c1ccc(Cl)c(C(=O)Nc2cccc3ncccc23)c1
-8	-5	-4	-10	7	2	13	3	-12	7	-2.5	O=C(COc1ccc(C(=S)N2CCCC2)cc1)Nc1ccc(F)cc1
